FID counter: compounds displacing fluorescent DNA intercalator, primary screen, artefact control for HCV NS3 helicase inhibitor project, biochemical, FID fluorescence. AID 1845, 2009. inhibition, % at 7.9 µM. DNA fluorescent intercalator displacement. 0.17% of 290,000 active; in the data active = inhibition above about 37%;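 also: 0% = vehicle and 100% = reference compound; higher means more ethidium bromide displaced from hairpin DNA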
MEKK3 PB1 HTS: modulators of MEKK3-MEK5 PB1 binding, primary screen, biochemical, wildtype MEKK3, multiplex bead flow cytometry, Alexa488-MEK5. Mitogen-activated protein kinase kinase kinase 3 (Homo sapiens), Q99759. bead-based flow cytometry, Alexa488-MEK5 binding to MEKK3; actives lie on both sides; 0 = blocked by unlabeled MEK5, 100 = vehicle. binding response (% of control), % at 10 µM. 1.4% of 290,000 active;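 active = binding response more than 3 SD above or below the average of its plate-row segment, actives on both sides; inconclusive = wells at one plate position flagged as instrument error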;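 also: Alexa488 bead fluorescence after subtracting the streptavidin-only scavenger bead signal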
Target sequence (Q99759 whole entry, looked up): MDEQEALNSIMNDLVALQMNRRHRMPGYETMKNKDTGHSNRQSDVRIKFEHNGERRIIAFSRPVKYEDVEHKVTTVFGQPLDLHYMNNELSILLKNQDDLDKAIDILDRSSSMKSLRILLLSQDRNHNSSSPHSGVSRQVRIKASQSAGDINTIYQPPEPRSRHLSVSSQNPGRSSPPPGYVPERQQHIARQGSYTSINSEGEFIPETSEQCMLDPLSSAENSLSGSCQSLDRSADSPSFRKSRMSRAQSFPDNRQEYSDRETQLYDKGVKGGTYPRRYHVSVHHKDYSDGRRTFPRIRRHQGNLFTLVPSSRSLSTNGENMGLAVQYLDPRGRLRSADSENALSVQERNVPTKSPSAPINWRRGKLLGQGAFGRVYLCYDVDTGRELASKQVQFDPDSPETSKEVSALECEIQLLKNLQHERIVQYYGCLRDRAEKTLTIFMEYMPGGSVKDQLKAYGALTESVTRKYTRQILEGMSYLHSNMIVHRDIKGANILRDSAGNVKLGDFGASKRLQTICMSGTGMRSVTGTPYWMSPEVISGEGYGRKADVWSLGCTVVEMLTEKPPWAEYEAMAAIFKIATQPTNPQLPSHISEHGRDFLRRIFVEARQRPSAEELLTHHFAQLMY
CRFR2-BP ag: agonists of CRF-BP/CRF-R2 complex, primary screen, cell-based, HEK293, calcium dye fluorescence, uHTS | CRF-binding protein / CRF receptor 2 complex (human) | calcium dye fluorescence (FLIPR); percent of saturating CRF peptide response | activation, % at 13.2 µM | 0.46% of 350,000 active;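 active = activation of at least 50%, plus an integration ratio under a set limit after plate pattern correction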;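 also: plate controls were neutral control wells without compound for no effect and CRF at EC100 for full effect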
MEKK2 WT-MEK5: modulators of MEK5 binding to wildtype MEKK2, primary screen, biochemical, multiplex bead flow cytometry, Alexa488-MEK5; Mitogen-activated protein kinase kinase kinase 2 (Homo sapiens), Q9Y2U5; AID 1531, 2009; Alexa488-MEK5 binding to MEKK2 WT; actives lie on both sides; binding response (% of control), % at 10 µM; 1.1% of 290,000 active; in the data active = binding response below about 67% or above about 130%; inconclusive = no clear call, values can overlap the other calls; inactive = in between
CRFR2-BP antag: antagonists of CRF-BP/CRF-R2 complex, primary screen, cell-based, HEK293, calcium dye fluorescence, uHTS; AID 588475, 2011; 0.59% of 350,000 active; inhibition, % at 11.8 µM; CRF-induced calcium fluorescence;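 active = inhibition of the ligand-induced calcium signal above about 50% at the single tested concentration, limit read from the data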
NS3 helicase inh: inhibitors of HCV NS3 helicase, primary screen, biochemical, Cy5 molecular beacon fluorescence. Hepatitis C virus NS3 helicase. NS3 helicase DNA unwinding. inhibition, % at 10.9 µM. 0.56% of 290,000 active. AID 1800, 2009;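 active = inhibition above the mean of all tested compounds plus 3 SD, set per campaign, cut at about 35% in these data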;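 also: 0% = DMSO wells and 100% = thioflavine S control wells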
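Assay system – hepatitis C virus NS3 helicase domain fragment enzyme · Buffer or medium – MOPS pH 6.5, MgCl2, DTT, Tween20, BSA · Reagent – Cy5/quencher beacon DNA duplex and ATP to start · Compound – single 10.9 µM dose · Timing – 1 h at 25 °C · Technique – Cy5 beacon fluorescence read at start and 1 h · Measure – % inhibition of unwinding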
GalR3 antagonist: GalR3 antagonists in HEK293 cells, primary screen, cell-based, fluorescence readout. Galanin receptor type 3 (Homo sapiens), O60755. HEK293 GalR3-CNG cAMP membrane potential fluorescence; galR3 body fused to GalR1 C-terminus. inhibition, % at 3 µM. 0.44% of 360,000 active;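 active = inhibition above the screen-wide average plus 3 SD, cut at about 13% in these data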;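 also: forskolin and galanin both at EC90 stimulate the cells; cAMP rise reported by CNG channel membrane potential dye signal; 0% = forskolin plus galanin with DMSO and 100% = forskolin alone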
MEKK2 mut-MEK5: MEK5 binding signal on mutant MEKK2 PB1, primary screen, biochemical, multiplex bead flow cytometry, Alexa488-MEK5; Alexa488-MEK5 binding to MEKK2 mutant; percent response, % at 10 µM; 0.35% of 290,000 active; AID 1530, 2009; in the data active = percent response above about 24%, passing the limit was not always enough; also: inactives centre near 1; some results filed as inactive read as strong as hits; reference of the scale not given here
SUMO HTRF inh: inhibitors of in vitro SUMOylation cascade, primary screen, biochemical, HTRF, uHTS | 0.36% of 290,000 active | SUMO-conjugating enzyme UBC9 (Homo sapiens), P63279 | inhibition, % at 35 µM | HTRF SUMOylation assay, SAE1/SAE2 + UBC9; in the data active = inhibition above about 50%, passing the limit was not always enough; inconclusive = no clear call, values can overlap the other calls; also: strong numbers were not always called active
Target sequence (P63279 whole entry, looked up): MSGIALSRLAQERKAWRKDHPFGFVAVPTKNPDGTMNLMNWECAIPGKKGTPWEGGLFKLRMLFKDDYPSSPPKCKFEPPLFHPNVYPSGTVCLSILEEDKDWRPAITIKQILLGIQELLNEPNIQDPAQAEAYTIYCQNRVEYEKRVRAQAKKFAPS
* = called active by the depositor; ? = inconclusive; . = not tested or not shown; & = joins results of further samples. A portion of the library; rates above refer to the full screens.

SMILES	FID counter	MEKK3 PB1 HTS	CRFR2-BP ag	MEKK2 WT-MEK5	CRFR2-BP antag	NS3 helicase inh	GalR3 antagonist	MEKK2 mut-MEK5	SUMO HTRF inh
Cc1ccc(S(=O)(=O)NCC(c2cccnc2)N2CCN(Cc3ccccc3)CC2)cc1 (centres undefined)	4	106	-0.1	121	16	-19	-2	14	12
O=C(C1CC1)N1CCc2cc(Br)cc(S(=O)(=O)NCc3ccc4c(c3)OCO4)c21	-13	104	0.9	105	0	2	-1	5	16
C/C=C(/C)C(=O)Nc1cccc(C2=NOC3(C2)C[C@@H](C(N)=O)N(C(=O)c2ccc(OC)cc2)C3)c1 (some centres undefined)	.	81	-2.0	97	-1	.	-5	-7	8
COc1ccc(NC2CCCN(C(=O)c3csc(C(C)C)n3)C2)cc1OC (centres undefined)	-11	98	-0.2	93	0	-1	2	-6	3
ON/C=N/C(=S)Nc1ncc(C(F)(F)F)cc1Cl	2	97	0.1	93	-8	0	-3	-2	4
CCCNS(=O)(=O)c1ccc(CCC(=O)NCCc2ccc(OC)c(OC)c2)cc1	-21	100	-2.6	103	25	8	-2	1	8
CC1NC(=S)N(C2CCCCC2)C1=O (centres undefined)	-4	115	-1.4	108	-4	-2	-3	0	0
O=C(NC(c1ccccc1)c1ccccc1)c1cccc(S(=O)(=O)NCc2ccccc2)c1	-22	101	3.2	106	16	-12	-2	-2	-20
CCOC(=O)NC(=O)C(=CNc1ccccc1C)C(=O)NC(=O)OCC	5	90	-0.9	96	6	1	-3	-3	7
COC(=O)C1=C(C)N(Cc2ccco2)C(=O)/C1=C\c1ccc(N(C)C)cc1	3	107	-3.1	104	-15	11	8	-2	3
O=C(C1=C(O)C(=O)N(CCc2ccccc2)C1c1cccs1)c1ccco1 (centres undefined)	-52	91	-0.8	93	4	14	2	-2	12
CCCCOc1nc2ccccc2nc1C(C#N)C(=O)NC1CCCCC1 (centres undefined)	1	.	0.7	.	-28	-9	-1	.	-2
O=C1c2ccccc2C(=O)N1CC(O)COc1ccc(Cl)cc1 (centres undefined)	-15	99	0.1	100	-12	-13	-11	1	3
COc1ccc(-c2cc(=O)c3cc(OC)ccc3o2)cc1	-8	115	3.3	108	-3	1	-2	-1	28
O=S(=O)(c1ccc(Cl)c2ccccc12)N1CCCC1	-14	102	-2.3	98	-30	-6	-7	3	2
C=CCN=C1NN=C(c2cc(C)n(CC=C)c2C)CS1	-10	102	1.5	117	14	7	0	2	9
Cc1ccccc1OC(C)C(=O)Nc1ccc2c(c1)OCCO2 (centres undefined)	-25	101	-0.4	106	14	1	-7	6	0
O=C(CN1C(=O)c2cccnc2Oc2ccc(Cl)cc21)NC1CCCCC1	-26	97	-3.3	99	-13	-2	1	-1	-1
O=C(NCCN1C(=O)S/C(=C\c2ccc(Cl)c(Cl)c2)C1=O)c1ccc2c(c1)C(=O)N(Cc1ccncc1)C2=O	-19	94	-2.2	98	-16	6	5	-2	15
COCC(=O)Nc1cc(C)cn(Cc2ccc(F)cc2)c1=O	-9	100	1.2	103	-3	-6	-5	9	12
Cc1cc(C)c2sc(NNC(=O)c3ccc(S(=O)(=O)N4CCc5ccccc5C4)cc3)nc2c1	-16	106	4.1	95	-20	4	.	4	1
O=C(NCCC1=CCCCC1)C1CC(=O)N(C2CCCCC2)C1 (centres undefined)	-33	97	-1.6	101	7	0	-10	5	16
COc1ccc(-c2[nH]ncc2CN2CCN(Cc3cccs3)CC2)c(F)c1	10	104	-1.6	102	-2	-15	-7	-8	-10
Cc1nc(NC(=O)c2ccco2)sc1C(=O)O	-3	105	-0.9	105	12	23	-5	8	6
COc1ccc(N2CCN(C(=O)C3CCC(Cn4c(=S)[nH]c5ccccc5c4=O)CC3)CC2)cc1 (centres undefined)	-43	102	-0.4	104	-19	21	-2	6	14
Going on with the list.
SMILES	FID counter	MEKK3 PB1 HTS	CRFR2-BP ag	MEKK2 WT-MEK5	CRFR2-BP antag	NS3 helicase inh	GalR3 antagonist	MEKK2 mut-MEK5	SUMO HTRF inh
CC(C)CNC(=O)C(=O)NCC1OCCN1S(=O)(=O)c1cccs1 (centres undefined)	-6	102	4.3	104	3	5	-3	5	0
Cc1ccc(N2CC(C(=O)NC3CCSC3=O)CC2=O)cc1 (centres undefined)	0	101	-0.3	103	2	3	-2	-1	8
Cn1nc(C(=O)N2CCc3ccccc3C2)c2ccccc2c1=O	-12	102	-1.9	100	18	9	-2	-2	16
COc1ccc(OCc2cc(C(=O)NCC3CCOCC3)no2)c(Cl)c1	-30	100	-2.3	98	18	6	-1	2	9
CCC1CCCCN1CCCNC(=O)C1CCCN(c2ncnc3c2nc2n3CCCCC2)C1 (centres undefined)	9	96	0.4	99	6	1	-2	3	12
O=[N+]([O-])c1ccccc1S(=O)(=O)Nc1ccc2c(c1)OCCO2	0	106	-4.2	107	8	-11	-10	9	5
Cc1cc(=O)[nH]c(Nc2cccc(F)c2)n1	-3	107	-1.4	110	9	7	-2	7	-7
CC(=O)N1c2ccc(S(=O)(=O)NCC3CCC(C(=O)N4CCCCC4)CC3)cc2CC1C (centres undefined)	-59	105	0.6	105	-2	20	-7	11	2
O=C(c1ccccc1)N1CCCc2ccccc21	-3	98	-0.8	98	-3	-5	1	1	-36
O=C1c2ccccc2C(Nc2ccc3nc(-c4cccnc4)[nH]c3c2)N1Cc1ccco1 (centres undefined)	-21	110	0.3	112	10	-3	.	6	10
Cc1cc(C(=O)N/N=C/c2c(C)nn(-c3ccccc3)c2C)n[nH]1	-21	112	-0.6	107	11	6	-4	2	17
COc1ccc(NC(=O)NNC(=O)COc2ccc(Cl)cc2C)cc1OC	-20	102	-1.5	99	20	4	-2	-1	22
CCC(C)c1c(O)nc(SCC(=O)N2CCCCCC2)[nH]c1=O (centres undefined)	-8	102	-0.3	102	-4	0	-6	1	-1
NC(=O)c1ccccc1OCC(=O)c1ccc(Cl)cc1	-9	119	-6.3	96	-3	-7	-3	2	11
COC(=O)C1C(=O)c2c([nH]c(C(=O)OC3CCCC3)c2C)CC1C (centres undefined)	-11	100	-0.2	98	-13	2	-3	12	-1
N/C(=N\OC(=O)C12CC3CC(CC(C3)C1)C2)c1ccccc1	0	94	-0.8	93	-36	7	-7	2	0
CCc1cccc2c(C(=O)COC(=O)c3cccc(S(=O)(=O)N(C)C4CCCCC4)c3)c[nH]c12	3	132*	-0.4	100	6	-5	-2	2	-10
Cc1nn(CCC(=O)NNC(=S)Nc2ccc([N+](=O)[O-])cc2)c(C)c1[N+](=O)[O-]	3	91	-0.9	96	2	5	-7	-2	12
O=C(NCC1CC1)c1ccc(Nc2nc3ccc(Br)cc3[nH]2)cc1	-2	111	-2.1	132	5	-12	-3	9	18
O=C(NC1CCCC1)C(c1ccncc1)N(C(=O)c1csnn1)c1ccc(Cl)cc1 (centres undefined)	-17	103	-0.7	104	-2	0	-8	3	-1
Cc1cc(C)n(-c2nc3c(c(=O)[nH]c(=O)n3C)n2Cc2ccc(F)cc2)n1	-13	107	-2.5	112	-7	-6	2	13	-8
Brc1ccc(/C=N/Nc2nncc(-c3ccccc3)n2)o1	2	72	.	74	.	6	-9	-14	9
COc1ccc(-n2ccc(=O)c(C(=O)O)n2)c(OC)c1	-1	107	-0.9	113	-2	-26	-9	8	24
Cc1cccc(-n2c(Cc3cc(=O)[nH]c(=O)[nH]3)nnc2SCC(=O)N2CCCCC2)c1	-13	.	0.5	.	-2	-2	1	.	6
COC(=O)c1cc(OC)cc(O)c1C(=O)c1c(O)cc(C)cc1O	.	104	-1.1	106	-4	.	-9	4	16
New compounds follow
SMILES	FID counter	MEKK3 PB1 HTS	CRFR2-BP ag	MEKK2 WT-MEK5	CRFR2-BP antag	NS3 helicase inh	GalR3 antagonist	MEKK2 mut-MEK5	SUMO HTRF inh
O=C(Nc1nc2cc3c(cc2s1)OCCO3)c1ccco1	-3	101	-11	101	2	-6	-1	0	10
CCCC(=O)Nc1nn(C)c2nc3ccc(C)cc3cc12	-25	104	1.4	102	-5	1	-4	11	14
CC(Sc1nc(=O)cc(N)n1CCc1ccccc1)C(=O)NCc1ccccc1 (centres undefined)	-21	99	-0.9	99	0	10	-1	-2	-9
COC(=O)c1ccc(CSc2nnnn2-c2ccccc2)o1	-13	104	11	100	1	4	1	6	21
CNC(=S)NCc1ccc(Cl)cc1	1	102	-0.4	105	5	-5	0	4	.
COc1cccc(CCN2CCC(CNS(=O)(=O)c3cc(-c4cc(C)no4)ccc3C)CC2)c1	24	103	-0.3	140*	-5	-74	8	23	8
COc1cc(OC)cc(C(=O)N[C@H](C(=O)Nc2cc(F)ccc2C)C(C)C)c1	-26	101	0.5	102	5	-8	-8	-1	-10
c1ccc(Cc2nn3c(COc4ccccc4)nnc3s2)cc1	-19	98	-1.6	99	-74	-3	-3	5	-6
Cc1cc(C)n(-c2cc(-c3ccccc3)nc(C)n2)n1	-4	99	-0.3	98	5	9	-2	-5	6
CCCCC(CC)C(=O)NCCCN1CCN(CCCNC(=O)C(CC)CCCC)CC1 (centres undefined)	11	103	2.9	111	12	-20	.	7	2
COc1ccccc1C(=O)N1CCN(Cc2nc3cc([N+](=O)[O-])ccc3n2C)CC1	-22	96	-0.1	96	2	-3	-1	-2	-3
COc1ccc(-c2nnc(SC(C)C(=O)Nc3cccc(Cl)c3)o2)cc1 (centres undefined)	-8	109	-0.1	120	-23	-6	-8	8	6
C[n+]1ccccc1/C=N/O	2&-1	83&90	-1.3&-2.0	101&101	17&2	-4&0	.	2&2	6
Cc1ccn2c(=O)c(C(=O)NCCN3CCOCC3)c(O)nc2c1	-1	102	-0.4	103	14	4	-10	2	-3
O=C(CN1C(=O)c2cccc3cccc(c23)C1=O)N1CCOCC1	-6	104	-0.1	108	-3	-2	-3	6	9
COc1ccc(NC2CCCN(C(=O)c3ccc(CSC)o3)C2)cc1OC (centres undefined)	-27	100	-0.1	100	-4	12	-13	2	-10
CC(C)CC(=O)NS(=O)(=O)c1ccc(N)cc1	2	100	2.2	110	-2	-1	2	4	-18
COc1cccc2c1N1C(=O)c3c(C(=O)O)cccc3C1CC2(C)C (centres undefined)	-3	?	0.6	?	-5	2	0	-26	7
CCc1nnc(NC(=O)[C@@H](NC(=O)c2cccc(S(=O)(=O)N3CCOCC3)c2)C(C)C)s1	-21	73	-0.2	87	-3	2	-2	-11	7

Compound activity as filed in PubChem BioAssay.
